High-throughput results (PubChem)
HT1080 IDH1KD tx = toxicity to HT-1080 IDH1 knockdown cells (counter line); AID 686971; Potency, µM (highest dose often 46.1 µM), for inactives: top-dose activity, negative = toxicity, actives largely listed as cytotoxic; hit rate 2% among 360,000; HT-1080 IDH1 knockdown viability, ATP luminescence, 48 h;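 note: 0% = DMSO wells and -100% = cell-free medium wells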
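Luminescent ATP read-out (CellTiter-Glo, 10 min at room temperature) after 48 h compound exposure at 37 °C gave viability of IDH1-knockdown HT-1080 cells. Activity was normalised to DMSO and cell-free wells, then fitted as concentration-response curves.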
HT1080NT lethal = kills 2HG-producing HT-1080-NT fibrosarcoma cells | HT-1080-NT fibrosarcoma viability, CellTiter-Glo ATP luminescence, 48 h | Potency, µM (series often up to 46.1 µM), for inactives: at the highest dose activity, negative = less viability, usual class: cytotoxic | hit rate 1.6% among 360,000 | AID 686970;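 note: NT is the 2HG producing partner of a matched IDH1 knockdown line; 0% = DMSO-treated cells and -100% = media-only wells without cells; nearly all actives have a fitted effect of over 55% in size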
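Viability by CellTiter-Glo luminescence after 48 h compound exposure at 37C of HT-1080-NT cells (750/well, RPMI, 5% FBS). % activity scaled between DMSO wells and medium-only wells, then curve-fitted and categorized by curve class.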
HEK293 tox = cytotoxicity counter-screen for GLP-1 receptor inverse agonists | HEK293 cAMP-luciferase reporter cells, luminescence, 24 h | Potency, µM (highest dose often 38.3 µM), for the others: at the top dose activity change, negative = inhibition, actives largely listed as inhibitors | hit rate 0.13% among 410,000 | AID 624418;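 note: loss of luciferase light is scored as toxicity; % is set by controls: 0 for no effect and ±100 for the full control effect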
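MLSMR compounds, 24 hr on cells at 37 deg C/5% CO2; luminescence after luciferase reagent (12 min RT). Inhibition counted as the undesired cytotoxic outcome.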
KB-V1 MDR tox = KB-V1 MDR subline cytotoxicity; Potency, µM (top dose mostly 46.1 µM), for the others: at the highest dose activity change, negative = cytotoxicity, most hits filed as cytotoxic; KB-V1 MDR cells viability, CellTiter-Glo, 72 h; hit rate 3.4% among 400,000; note: % is set by controls: 0 for no effect and ±100 for the full control effect; nearly all actives have a fitted effect of over 60% in size
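In this primary screen, KB-V1 cells overexpressing P-gp are incubated with library compounds (lowest to highest concentration) for 72 h at 37 degrees C before a luminescent ATP viability read.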
TDP-43 yeast inh = TDP-43 toxicity inhibition in yeast. hit rate 1.8% among 410,000. Potency, µM (top dose mostly 46.1 µM), without a hit: top-dose growth rescue (activation), hits mostly activators. AID 652104. TDP-43 expressing yeast growth rescue, BacTiter-Glo, 24 h; note: % of control where 0% means no effect; nearly all actives have a fitted effect of over 50% in size
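Readout is BacTiter-Glo luminescence of cell growth, so inhibitors register as activators. TDP-43-expressing yeast at OD600=0.02 in galactose medium, after raffinose pregrowth to mid-log, were incubated with compound for 24 hr at 30 deg C.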
KB-3-1 tox = KB-3-1 parental cell cytotoxicity. KB-3-1 viability, CellTiter-Glo ATP luminescence, 72 h. Potency, µM (top dose mostly 46.1 µM), for inactives: top-dose activity change, negative = cytotoxic, hits mostly cytotoxic. hit rate 1.4% among 400,000. AID 1347075; note: % is set by controls: 0 for no effect and ±100 for the full control effect; nearly all actives have a fitted effect of over 60% in size
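Cells are dispensed, compounds pinned in, plates held at 37 °C for 72 h, then CellTiter-Glo is added and luminescence read after 10 minutes. Cell line: parental KB-3-1 in phenol-red-free DMEM, 10% FBS.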
GLP1R ag = agonists of human GLP-1 receptor. hit rate 0.007% among 380,000. HEK293 GLP-1R CRE-luciferase, luminescence, 4-6 h; cells express a hypersensitive GLP-1R form. P43220. Potency, µM (doses to about 45.6 µM), without a hit: top-dose activation, hits mostly activators; note: % of control where 0% means no effect
Target sequence (P43220 whole entry, looked up): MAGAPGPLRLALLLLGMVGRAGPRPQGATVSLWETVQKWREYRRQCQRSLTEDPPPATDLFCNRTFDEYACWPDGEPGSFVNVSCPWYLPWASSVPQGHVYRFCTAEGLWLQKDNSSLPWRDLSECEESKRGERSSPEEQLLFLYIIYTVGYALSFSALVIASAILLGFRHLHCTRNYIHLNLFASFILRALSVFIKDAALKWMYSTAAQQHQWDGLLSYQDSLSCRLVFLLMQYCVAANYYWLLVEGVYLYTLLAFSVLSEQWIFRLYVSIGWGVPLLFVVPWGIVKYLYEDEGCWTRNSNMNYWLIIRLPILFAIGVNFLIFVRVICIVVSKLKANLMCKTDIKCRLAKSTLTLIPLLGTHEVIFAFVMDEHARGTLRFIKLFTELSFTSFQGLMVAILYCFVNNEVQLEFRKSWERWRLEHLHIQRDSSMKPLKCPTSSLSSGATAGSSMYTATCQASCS
SW480 rereplic = DNA re-replication induction in SW480 cells; Potency, µM (series often up to 46.1 µM), without a hit: at the highest dose re-replication activation, usual class: activators; AID 624297; SW480 DNA re-replication, Hoechst DNA content imaging, 48 h; hit rate 1.8% among 340,000; note: % of control where 0% means no effect; nearly all actives have a fitted effect of over 55% in size
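SW480 cells exposed to compounds for 48 hr at 37 C, 5% CO2, then Hoechst-stained 40 min. Nuclear DNA content imaged by fluorescence scanning (405 nm excitation, 500-530 nm emission); re-replication scored as increased high-intensity nuclei.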
GLP-1R inv ag = GLP-1 receptor (human) inverse agonism; Potency, µM (highest dose often 38.3 µM), inactives show top-dose activity change, negative = inhibition, actives largely listed as inhibitors; P43220; HEK293 GLP-1R CRE-luciferase, luminescence, 24 h; GLP-1R form is constitutively active; hit rate 1.6% among 410,000; note: % is set by controls: 0 for no effect and ±100 for the full control effect; nearly all actives have a fitted effect of over 55% in size
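Inverse agonism was detected as reduced cAMP-driven luciferase luminescence after 24 h compound treatment. The cells were HEK293 clones expressing constitutively active human GLP-1R with the reporter. Reporter-only and GPR119 cell lines served as counterscreen controls.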
An asterisk follows results filed as active; ? = inconclusive; nt = no result given; & = joins results of further samples; [ ] = another dose, or the depositor's remark. Calls come from the whole dose curve; as a rule, active = well fitted curve in the direction sought with a large enough effect; inconclusive = small, poorly fitted or top-dose-only effect, or another doubt; inactive = no such curve, though single readings can be large; an effect the other way counts as inactive or inconclusive. Potency is the fitted concentration of half-maximal effect.

SMILES	HT1080 IDH1KD tx	HT1080NT lethal	HEK293 tox	KB-V1 MDR tox	TDP-43 yeast inh	KB-3-1 tox	GLP1R ag	SW480 rereplic	GLP-1R inv ag
COc1ccc(CN2CCC[C@]3(N[C@H](c4ccc(C(F)(F)F)cc4)[C@@H]4C(=O)N(C)C(=O)[C@@H]43)C2=O)cc1	-7%	-17%	?	13%	4%	6%	-5%	nt	-3%
Cc1c(NC(=O)C(C)Oc2ccc(Br)cc2)c(=O)n(-c2ccccc2)n1C (stereo not drawn)	1%	4%	0%	-1%	-10%	1%	10%	-7%	-13%
O=C(CCN1CCN(c2ccccc2)CC1)N/N=C/c1ccccc1O	21µM*	?	-18%	?	1%[9.22 µM]	-28%	1%	?	?
COc1ccc(C)cc1NC(=O)c1cc(-c2ccccc2)nc2c1cnn2C(C)C	0%	2%	13%	-15%	7%	-8%	-3%	2%	11%
CCN(CC)C(=O)CSc1nnc2sc3ccccc3n12	-2%	13%	-11%	0%	-6%	6%	0%	-7%	0%
CC/C(O)=C1\C(=O)CC(C)(C)CC1=Nc1ccccc1C	2%	3%	12%	-1%	22%	5%	18%	-695%[inhibitor]	?
CC1CCN(c2c(NCC3CCC(C(=O)N4CCc5ccccc5C4)CC3)c(=O)c2=O)CC1 (stereo not drawn)	2%	0%	-17%	4%	21%	?	-4%	-5%	-7%
CCC(C)NC(=O)CCc1c(C)nc2nc(-c3cc(OC)cc(OC)c3)nn2c1C (stereo not drawn)	13%	8%	-13%&-3%	-3%&5%	7%&16%	0%&2%	1%&-9%	-18%	5%&-2%
N#CC1(NC(=O)CN2C(=O)NC3(CCCCCC3)C2=O)CCCCC1	5%	5%	0%	12%	9%	12%	-1%	-20%	4%
CCOC(=O)C(Cc1ccccc1)NC(=O)Cn1nnc(-c2ccc(C)cc2)n1 (stereo not drawn)	nt	nt	0%	1%	19%	8%	nt	nt	-27%
O=C1C2C3c4ccccc4C(Br)(c4ccccc43)C2C(=O)N1c1ccccc1O (stereo not drawn)	12%	6%	-5%	7%	8%	4%	12%	18µM*	-11%
Cn1cc(CCC(=O)N2CCCC(C(=O)c3cccc4ccccc34)C2)cn1 (stereo not drawn)	0%	-7%	-13%	?	1%	-6%	10%	-1%	-21%
Cc1ccc(CNC(=O)Cn2cncn2)cc1	-3%	5%	4%	12%	9%	-3%	-9%	-1%	1%
CCOC(=O)c1csc(NC(=O)CN2CCOCC2)n1	-9%	0%	8%	-5%	7%	0%	-6%	29%	15%
COc1ccc(CNC(=O)Cc2ccc(NC(=O)N3CCSc4ncccc43)cc2)cc1	nt	nt	2%	3%	0%	-14%	nt	nt	2%
Cc1ccc(C(=O)NNC(=O)c2ccc(S(=O)(=O)N3CCOCC3)cc2)cc1	2%	13%	4%	12%	-19%	15%	-1%	-2%	4%
COc1ccc(-n2c3c(cc(C(=O)NNc4ccccc4)c2=O)C(=O)CC(C)(C)C3)cc1	?	?	-11%	-26%	19%	-13%	12%	2%	1µM*
COc1ccc(Cl)cc1NC(=O)C1CCN(c2ncnc3c2nc2n3CCCCC2)CC1	nt	nt	3%	-18%	22%	-1%	nt	nt	-2%
Cc1nnc(NC(=O)c2c(F)c(F)c(F)c(F)c2F)s1	6%	2%	-14%	12%	3%	8%	1%	8%	9%
CCC(=O)Nc1cccc(NC(=S)NC(=O)c2cccs2)c1	10%	7%	-26%	?	21%	13%	-11%	1%	5%
CC1CCC(NC(=O)c2ccc(NC3=NC4CS(=O)(=O)CC4S3)cc2)CC1 (stereo not drawn)	4%	8%	-3%	0%	-3%	-3%	9%	17%	13%
COc1ccc(N2CC(C(=O)N3CCN(Cc4ccc5c(c4)OCO5)CC3)CC2=O)cc1 (stereo not drawn)	7%	0%	10%	?	10%	-1%	9%	-5%	13%
Cn1ccnc1-c1nc2ccccc2[nH]c1=O	?	?	5%	2%	2%	0%	0%	?	-4%
CCc1ccc(CNCc2c(C(=O)O)c(C)n(Cc3c(F)cccc3Cl)c2C)cc1	nt	nt	-6%	0%	-5%	-5%	nt	nt	-8%
CCc1cc2c(-c3ccccc3)cc(=O)oc2cc1OCC(=O)NCC1CCC(C(=O)O)CC1 (stereo not drawn)	0%	4%	-12%	0%	16%	-5%	12%	-60%	5%
Following part.
SMILES	HT1080 IDH1KD tx	HT1080NT lethal	HEK293 tox	KB-V1 MDR tox	TDP-43 yeast inh	KB-3-1 tox	GLP1R ag	SW480 rereplic	GLP-1R inv ag
Cc1cc(C)c(S(=O)(=O)N2CCCCC2CCNC(=O)C(=O)NCc2ccccn2)c(C)c1 (stereo not drawn)	0%	13%	-4%	?	24%	-11%	-2%	6%	?
O=C(COc1ccc(Cl)cc1)Nc1cccc(S(=O)(=O)NCc2ccco2)c1	2%	?	-4%	11%	2%	9%	10%	-37%[inhibitor]	?
Cc1ccc2nc(-c3ccncc3)cc(C(=O)N3CCOCC3)c2c1	-14%	-24%	15%	-22%	-17%	-2%	1%	-10%	14%
O=C(CN1C(=O)NC2(CCCCC2)C1=O)Oc1ccc2ccc(=O)oc2c1	0%	4%	50%[activator]	0%	6%	-3%	-3%	10µM*	15%
Brc1cccc(-c2nnco2)c1	18%	9%	-4%	9%	24%	-2%	-3%	-8%	1%
O=C(COC(=O)c1ccccc1F)NC1CC1	8%	8%	4%	?	6%	?	2%	-1%	18%
Cc1ccc(C(=O)c2ccc(O)cc2)cc1C	-3%	-2%	-11%	-1%	18µM*	13%	9%	0%	-20%
CN(C)S(=O)(=O)c1cccc(C(=O)NCC2CCCCC2)c1	0%	-1%	-1%	-12%	-17%	-13%	12%	?	3%
CC(=O)c1cnc2c(-c3ccc(Cl)cc3)c(C)nn2c1C	13%	11%	-3%	-1%	0%	12%	-4%	-9%	4%
O=C(N/N=C/c1cccs1)c1cnccn1	12%	18%	14%	?	3%	10%	-9%	-4%	5%
COC(=O)C1=C(C)N(CC2CC2)C(=NCc2cccc(Cl)c2)N[C@H]1c1ccccc1	-26%	-8%	3%	-15%	-14%	-7%	3%	?	-13%
CC(C)C[C@H](NC(=O)NCc1ccc(Cl)cc1)C(=O)O	-1%	1%	27%	28%	4%	3%	1%	-2%[9.22 µM]	1%
COc1ccc(C(CNC(=O)c2cccc(NS(=O)(=O)c3ccccc3)c2)N(C)C)cc1 (stereo not drawn)	10%	0%	-4%	-19%	11%	-1%	7%	-2%	-21%
O=C(Nc1ccccc1Cl)C1CCCN(c2ncnc3c2nc2n3CCCCC2)C1 (stereo not drawn)	-10%	-23%	-14%	7.3µM*	14µM*	-15%	11%	9%	3.2µM*
COc1ccc(C2CC(O)(c3ccccc3)Oc3cc(OC)cc(OC)c32)cc1 (stereo not drawn)	-1%	-5%	-33%	3%	?	?	-7%	-4%	?
C(=C\c1ccncc1)/c1ccccc1	19%	24%	-4%	2%	-5%	-1%	-1%&1%&-4%	-8%&-1%	55%[activator]
CC(C)CN(C(=O)c1ccc(F)cc1F)c1c(N)n(CC(C)C)c(=O)[nH]c1=O	0%	6%	0%	2%	-9%	-9%	1%	-8%	8%
O=C(NCCCN1CCOCC1)c1ccc2c(c1)N(Cc1cccc(Cl)c1)C(=O)CS2	-18%	-22%	-2%	-8%	1%	-15%	8%	0%	?
CCCC(=O)NC(c1ccc(Cl)cc1Cl)c1ccc2cccnc2c1O (stereo not drawn)	8.2µM*	?	-5%	-29%	nt	?	-1%	0.65µM*	-27%
CCOC(=O)C1(CC)NC(c2ccco2)C2C(=O)N(c3ccc(C)cc3)C(=O)C21 (stereo not drawn)	-3%	-5%	75%[activator]	4%	-7%	9%	0%	-1%	-6%
C=CCOn1c(C)c(C(C)=O)c2c3nonc3ccc21	-19%	-21%	53%[activator]	?	24%	9%	-8%	-29%	-26%
CCc1cccc(CC)c1NC(=O)CCS(=O)(=O)c1ccc(Br)cc1	nt	nt	2%	-11%	-10%	3%	nt	nt	6%
COc1ccc(/C=C/C(=O)Nc2cc(C)nn2-c2nc3ccccc3[nH]2)cc1	-6%	-8%	?	16µM*	-7%	?	-1%	18µM*	?
O=C1C(=O)N(C2CCN(S(=O)(=O)c3ccccc3)CC2)CCN1Cc1ccccc1	nt	nt	-19%	9%	17%	20%	nt	nt	-7%
COc1ccc(S(=O)(=O)NCCc2cc3ccc(C)c(C)c3[nH]c2=O)cc1	-4%	10%	-2%&3%	-2%&-17%	-16%&-6%	-5%&-18%	12%&1%	-4%	-1%&0%
Cn1c(CNC(=O)c2ccccc2)nnc1SCC(=O)N1CCN(c2ccccc2)CC1	16%	13%	0%	-4%	12%	-4%	-13%	2%	-12%
COc1cccc(NC(=O)CSC2=Nc3ccccc3C3=NC(CC(=O)NCCc4ccccc4)C(=O)N23)c1 (stereo not drawn)	nt	nt	-4%	?	?	10%	nt	nt	5%
CCOC(=O)c1c(N)nn(C(=O)C(C)(C)C)c1-c1ccccc1	1%	-1%	8%	6%	15%	-1%	1%	-6%	8%
O=C(Nc1ccc2oc(-c3ccncc3)nc2c1)c1ccc(Br)o1	0%	5%	-9%	1%	10%	-4%	0%	-10%	5%
O=C(CN1CCN(Cc2cccc(F)c2)CC1)NCc1ccccc1	-3%	-17%	-7%	?	-8%	?	1%	-7%	?

3 compounds already listed, ordered by count of non-hydrogen atoms, ascending.
SMILES	HT1080 IDH1KD tx	HT1080NT lethal	HEK293 tox	KB-V1 MDR tox	TDP-43 yeast inh	KB-3-1 tox	GLP1R ag	SW480 rereplic	GLP-1R inv ag
CN(C)S(=O)(=O)c1cccc(C(=O)NCC2CCCCC2)c1	0%	-1%	-1%	-12%	-17%	-13%	12%	?	3%
O=C(Nc1ccc2oc(-c3ccncc3)nc2c1)c1ccc(Br)o1	0%	5%	-9%	1%	10%	-4%	0%	-10%	5%
O=C(COc1ccc(Cl)cc1)Nc1cccc(S(=O)(=O)NCc2ccco2)c1	2%	?	-4%	11%	2%	9%	10%	-37%[inhibitor]	?
